Compound activity deposited in PubChem BioAssay by several laboratories.
S1P3 antagonist – S1P3 (human) receptor antagonism | 170,000 tested, 0.27% active | CHO S1P3 NFAT-BLA reporter, FRET fluorescence, antagonist mode | Q99500 | inhibition, % at 4.98 µM | AID 485;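 active = inhibition above the plate cutoff, the mean inhibition of test wells on that plate plus 3 SD, cut at about 28% in these data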;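 also: cells challenged with S1P at its EC80 of 0.8 µM; blue over green emission ratio from cleaved BLA substrate after 4 h stimulation; 0% = S1P-stimulated wells and 100% = unstimulated DMSO-only wells; some compounds past the cut are filed as inactive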
Target sequence (Q99500 whole entry, looked up): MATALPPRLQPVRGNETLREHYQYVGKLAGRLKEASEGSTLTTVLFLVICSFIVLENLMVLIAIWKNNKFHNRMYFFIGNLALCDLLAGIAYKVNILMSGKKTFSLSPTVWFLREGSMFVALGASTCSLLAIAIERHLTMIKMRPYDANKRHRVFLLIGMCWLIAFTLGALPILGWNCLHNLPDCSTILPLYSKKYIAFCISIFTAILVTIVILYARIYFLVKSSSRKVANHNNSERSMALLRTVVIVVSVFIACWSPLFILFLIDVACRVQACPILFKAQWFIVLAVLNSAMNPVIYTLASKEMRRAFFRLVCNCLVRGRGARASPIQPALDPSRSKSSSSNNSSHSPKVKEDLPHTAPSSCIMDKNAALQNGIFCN
Diaph act CS – diaphorase activation or chemical reduction counter-screen. AID 1229. Diaphorase/resazurin coupled assay, resorufin fluorescence, 16 min; active compounds read high; 1 = vehicle wells, 0 = NADH-free wells. 190,000 tested, 0.005% active. activation factor at 20 µM;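 active = diaphorase activity raised at least twofold by the compound at 20 µM; inactive = activation factor below 2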
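System – purified diaphorase enzyme from Clostridium kluyveri · Input – enzyme 0.07 U/mL final · Also added – final NADH 0.114 mM, resazurin 0.1 mM · Measured by – fluorescence of resorufin, 544 nm excitation, 590 nm emission · Timing – 16 min enzyme reaction, ambient temperature · Measure – resorufin increase flagging diaphorase activators or reducers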
Diaphorase inh – counter-screen for diaphorase-based assays: diaphorase inhibitors and chemical oxidizers | inhibition, % at 20 µM | diaphorase resazurin-to-resorufin fluorescence, NADH, 16 min; bacterial (C. kluyveri) enzyme, not human | 190,000 tested, 0.69% active;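 active = primary screen inhibition at 20 µM above a set limit, cut at about 50% in these data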;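 also: plate controls were DMSO with full reaction for no effect and wells lacking NADH for full effect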
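Test system: Clostridium kluyveri diaphorase enzyme / Quantity: diaphorase at 0.14 U/mL in enzyme working solution / Incubation: 16-min room-temperature incubation before reading / Benchmarks: NADH-free wells as positive control, DMSO-only neutral wells / Signal: resorufin fluorescence 544/590 nm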
PPARg SRC-3 ag – PPARgamma-driven SRC-3 recruitment agonism. P37231. biochemical PPARgamma/SRC-3 coactivator recruitment assay. 200,000 tested, 0.26% active. AID 731. activation, % at 8 µM; in the data active = activation above about 23%;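 also: 0% = DMSO and 100% = reference agonist; some compounds past the cut are filed as inactive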
TR-FRET SRC-2 ct – TR-FRET artefact, counter-screen to PPARgamma/SRC-2 agonist assay | TR-FRET ratio at 8 µM | AID 1049 | 200,000 tested, 0.4% active | active compounds read high; in the data active = TR-FRET ratio above about 2000; also: inactives centre near 1500
PMI act hi M6P – PMI (human) activation, high substrate; P34949; coupled PMI enzyme assay, resazurin fluorescence, 20 min; active compounds read high; 1 = untreated enzyme, 0 = substrate-free blank; activation factor at 20 µM; 190,000 tested, 0.34% active;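 active = activation factor of 2 or more at 20 µM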
Target sequence (P34949 whole entry, looked up): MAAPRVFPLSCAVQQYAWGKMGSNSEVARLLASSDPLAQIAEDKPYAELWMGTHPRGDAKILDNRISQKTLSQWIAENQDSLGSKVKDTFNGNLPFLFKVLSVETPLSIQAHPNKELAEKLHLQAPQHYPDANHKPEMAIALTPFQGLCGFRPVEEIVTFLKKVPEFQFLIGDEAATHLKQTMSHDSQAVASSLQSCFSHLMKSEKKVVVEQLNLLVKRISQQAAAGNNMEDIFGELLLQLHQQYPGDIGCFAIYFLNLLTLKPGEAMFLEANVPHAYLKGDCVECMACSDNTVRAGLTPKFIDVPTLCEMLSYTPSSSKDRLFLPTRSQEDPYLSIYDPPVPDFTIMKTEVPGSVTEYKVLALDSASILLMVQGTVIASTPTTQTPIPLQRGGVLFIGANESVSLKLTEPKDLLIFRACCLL
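Test system: human phosphomannose isomerase with PGI, G6PDH, diaphorase coupling enzymes; Amount: PMI at 15 ng/mL final; Reagent: Mannose-6-phosphate 1.0 mM (near-saturating) plus 0.22 mM NADP+; Timing: 20 min, room temperature; Technique: resorufin fluorescence at Ex 544/Em 590 nm; Dosing: 20 µM single dose.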
PMI act – increases human mannose-6-phosphate isomerase activity | purified human PMI, coupled resazurin fluorescence, 20 min; active compounds read high; 1 = vehicle control, 0 substrate-free wells | activation factor at 20 µM | 190,000 tested, 0.005% active;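 active = activation factor of 2 or more at 20 µM, relative to plate controls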
G6PDH counter – L. mesenteroides G6PDH inhibition counter-screen; Purified L. mesenteroides G6PDH, diaphorase/resazurin coupled fluorescence, 45 min; inhibition, % at 5 µM; AID 1020; 200,000 tested, 0.12% active; in the data active = inhibition above about 50%
PPARg SRC1 recr – promotes SRC-1 coactivator recruitment by human PPARgamma; 200,000 tested, 0.41% active; P37231; PPARgamma-SRC-1 coactivator recruitment biochemical assay; activation, % at 8 µM; in the data active = activation above about 19%;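 also: 0% = DMSO and 100% = reference agonist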
PPARg SRC-2 ag – agonists of SRC-2 recruitment by human PPARgamma. PPARgamma LBD-SRC-2 recruitment, biochemical. activation, % at 8 µM. 200,000 tested, 0.34% active. AID 1032; in the data active = activation above about 22%;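 also: 0% = vehicle and 100% = reference agonist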
ROMK primary – modulates human ROMK potassium channel activity | P48048 | Tet-inducible ROMK, thallium flux fluorescence; actives lie on both sides | B-score at 10 µM | 130,000 tested, 2% active | AID 1918;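 active = signal ratio slope over the read window, or its plate-corrected B-score, at least 3 SD from the plate mean, either direction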;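 also: B-score of the F/F0 ratio slope over 7 to 12 s after thallium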
Active calls of the source: *.

What do the screens show for `CCCCN(CCCC)CCCNC(=O)C12CN(Cc3ccccc3)CC1C(c1cccc([N+](=O)[O-])c1)=NO2` (stereo not given)?
Diaph act CS: 1.1; Diaphorase inh: -14; PPARg SRC-3 ag: 5; TR-FRET SRC-2 ct: 1579; PMI act hi M6P: 1.3; PMI act: 1.1; G6PDH counter: 14; PPARg SRC1 recr: 0; PPARg SRC-2 ag: 1

Results for COc1ccc(/C=N/NC(=O)c2cc(C)on2)c2ccccc12 ?
Diaph act CS: 0.9; Diaphorase inh: 7; PPARg SRC-3 ag: 11; TR-FRET SRC-2 ct: 1466; PMI act hi M6P: 0.9; PMI act: 0.9; G6PDH counter: 9; PPARg SRC1 recr: 2; PPARg SRC-2 ag: 0

Results for COC(=O)Cn1c2ccccc2c2nc(C)sc21 ?
S1P3 antagonist: -22; Diaph act CS: 0.8; Diaphorase inh: 15; PPARg SRC-3 ag: 2; TR-FRET SRC-2 ct: 1466; PMI act hi M6P: 0.9; PMI act: 0.9; G6PDH counter: -3; PPARg SRC1 recr: 0; PPARg SRC-2 ag: 8

How did O=C(Nc1ccccc1)OCc1cnc(Cl)s1 do in these assays?
S1P3 antagonist: -19; Diaph act CS: 0.9; Diaphorase inh: 8; PPARg SRC-3 ag: 4; TR-FRET SRC-2 ct: 1629; PMI act hi M6P: 0.9; PMI act: 1; G6PDH counter: 10; PPARg SRC1 recr: 6; PPARg SRC-2 ag: 16; ROMK primary: 0.01

What do the screens show for `CC1CC(C)CN(c2oc(Cc3ccccc3)nc2C#N)C1` (stereo not given)?
S1P3 antagonist: -2; Diaph act CS: 0.9; Diaphorase inh: 12; PPARg SRC-3 ag: -3; TR-FRET SRC-2 ct: 1464; PMI act hi M6P: 1; PMI act: 1; G6PDH counter: 3; PPARg SRC1 recr: -2; PPARg SRC-2 ag: -2; ROMK primary: -0.72

Results for O=c1[nH]c(SCC2CCCCO2)nc2ccccc12 (stereo not given) ?
S1P3 antagonist: 5; Diaph act CS: 0.8; Diaphorase inh: 16; PPARg SRC-3 ag: -14; TR-FRET SRC-2 ct: 1416; PMI act hi M6P: 1; PMI act: 1; G6PDH counter: 3; PPARg SRC1 recr: -2; PPARg SRC-2 ag: 1; ROMK primary: -2.7

Results for Cc1ccnc(NC(=O)c2c(O)c3ccccc3n(C)c2=O)c1 ?
S1P3 antagonist: -4; Diaph act CS: 1.3; Diaphorase inh: -25; PMI act hi M6P: 1; PMI act: 1; G6PDH counter: 6

Results for C=CCn1c(Cn2nnc3ccccc32)nnc1SCC(=O)N/N=C/c1cc(Br)cc(OC)c1O ?
Diaph act CS: 0.8; Diaphorase inh: 20; PPARg SRC-3 ag: -10; TR-FRET SRC-2 ct: 1612; PMI act hi M6P: 0.9; PMI act: 0.8; G6PDH counter: 7; PPARg SRC1 recr: -3; PPARg SRC-2 ag: 2; ROMK primary: -0.039

How did CC(=O)Nc1ccccc1C(=O)N1CCN(c2cccc(C)c2C)CC1 do in these assays?
S1P3 antagonist: -13; Diaph act CS: 1.1; Diaphorase inh: -7; PPARg SRC-3 ag: 2; TR-FRET SRC-2 ct: 1522; PMI act hi M6P: 1.1; PMI act: 1.1; G6PDH counter: 1; PPARg SRC1 recr: -2; PPARg SRC-2 ag: -1; ROMK primary: 0.28

Results for CCC(CC)C(=O)NCCc1cc2ccc(C)c(C)c2[nH]c1=O ?
S1P3 antagonist: 0; Diaph act CS: 0.8; Diaphorase inh: 19; PMI act hi M6P: 0.9; PMI act: 0.9; G6PDH counter: -4

What do the screens show for `NC(=O)c1c(NC(=O)C2CCCO2)sc2c1CCCC2` (stereo not given)?
S1P3 antagonist: -9; Diaph act CS: 0.9; Diaphorase inh: 6; PPARg SRC-3 ag: 0; TR-FRET SRC-2 ct: 1423; PMI act hi M6P: 0.9; PMI act: 0.7; G6PDH counter: 17; PPARg SRC1 recr: -1; PPARg SRC-2 ag: -2

How did COc1ccc(OC)c(NC(=O)CN2C(=O)C3(OCCCO3)c3ccccc32)c1 do in these assays?
S1P3 antagonist: -59; Diaph act CS: 0.8; Diaphorase inh: 16; PPARg SRC-3 ag: -1; TR-FRET SRC-2 ct: 1577; PMI act hi M6P: 0.9; PMI act: 0.9; G6PDH counter: -2; PPARg SRC1 recr: 0; PPARg SRC-2 ag: 4

Results for CS(=O)(=O)N(CC(=O)NCCSCc1ccccc1)c1ccccc1 ?
S1P3 antagonist: -25; Diaph act CS: 0.9; Diaphorase inh: 10; PPARg SRC-3 ag: 3; TR-FRET SRC-2 ct: 1401; PMI act hi M6P: 1; PMI act: 1; G6PDH counter: 1; PPARg SRC1 recr: -6; PPARg SRC-2 ag: -5; ROMK primary: -0.13

What do the screens show for `COc1ccc(C2=NOC(C(=O)NCCCN3CCOCC3)C2)cc1` (stereo not given)?
S1P3 antagonist: -12; Diaph act CS: 1; Diaphorase inh: 3; PPARg SRC-3 ag: -5; TR-FRET SRC-2 ct: 1437; PMI act hi M6P: 1; PMI act: 0.9; G6PDH counter: -5; PPARg SRC1 recr: 4; PPARg SRC-2 ag: 4

Results for NCCCC[C@@H](C(=O)N1CCNCC1)n1cc(CCC(=O)O)nn1 ?
S1P3 antagonist: 4; Diaph act CS: 0.9; Diaphorase inh: 13; PPARg SRC-3 ag: -1; TR-FRET SRC-2 ct: 1413; PMI act hi M6P: 1; PMI act: 1; G6PDH counter: 2; PPARg SRC1 recr: -3; PPARg SRC-2 ag: -1

What do the screens show for `COC(=O)c1nc(NC(C)=O)n[nH]1`?
S1P3 antagonist: -11; Diaph act CS: 0.9; Diaphorase inh: 8; PPARg SRC-3 ag: 8; TR-FRET SRC-2 ct: 1458; PMI act hi M6P: 1.1; PMI act: 1; G6PDH counter: -4; PPARg SRC1 recr: 0; PPARg SRC-2 ag: -4; ROMK primary: 0.19

Results for CCOc1ccc(-c2nnn(CC(=O)NCc3ccco3)n2)cc1OCC ?
Diaph act CS: 0.9; Diaphorase inh: 14; PPARg SRC-3 ag: -8; TR-FRET SRC-2 ct: 1571; PMI act hi M6P: 1; PMI act: 1; G6PDH counter: 2; PPARg SRC1 recr: 8; PPARg SRC-2 ag: -1

What do the screens show for `CCOc1ccc(/C(C)=N/N2C(=O)C(CC(=O)Nc3ccc(OC)cc3[N+](=O)[O-])SC2=Nc2cccc(C)c2C)cc1` (stereo not given)?
S1P3 antagonist: 0; Diaph act CS: 1; Diaphorase inh: 0; PPARg SRC-3 ag: 2; TR-FRET SRC-2 ct: 1445; PMI act hi M6P: 1.2; PMI act: 1.3; G6PDH counter: 2; PPARg SRC1 recr: 2; PPARg SRC-2 ag: 4; ROMK primary: -0.029

What do the screens show for `Cc1ccc(Nc2nc(N)nc(CSC(=S)N3CCOCC3)n2)c(C)c1`?
S1P3 antagonist: -1; Diaph act CS: 0.8; Diaphorase inh: 18; PPARg SRC-3 ag: -1; TR-FRET SRC-2 ct: 1351; PMI act hi M6P: 1; PMI act: 1; G6PDH counter: 2; PPARg SRC1 recr: 3; PPARg SRC-2 ag: -7; ROMK primary: 0.096

Results for CCNc1nc(NCC)nc(Oc2ccc(OCc3ccccc3)nn2)n1 ?
S1P3 antagonist: 1; Diaph act CS: 0.9; Diaphorase inh: 12; PPARg SRC-3 ag: 3; TR-FRET SRC-2 ct: 1704; PMI act hi M6P: 1; PMI act: 1; G6PDH counter: -1; PPARg SRC1 recr: 3; PPARg SRC-2 ag: 1; ROMK primary: -0.33

At a glance, some entries already given:
What do the screens show for `NC(=O)c1c(NC(=O)C2CCCO2)sc2c1CCCC2` (stereo not given)?
S1P3 antagonist: -9; Diaph act CS: 0.9; Diaphorase inh: 6; PPARg SRC-3 ag: 0; TR-FRET SRC-2 ct: 1423; PMI act hi M6P: 0.9; PMI act: 0.7; G6PDH counter: 17; PPARg SRC1 recr: -1; PPARg SRC-2 ag: -2

How did COc1ccc(OC)c(NC(=O)CN2C(=O)C3(OCCCO3)c3ccccc32)c1 do in these assays?
S1P3 antagonist: -59; Diaph act CS: 0.8; Diaphorase inh: 16; PPARg SRC-3 ag: -1; TR-FRET SRC-2 ct: 1577; PMI act hi M6P: 0.9; PMI act: 0.9; G6PDH counter: -2; PPARg SRC1 recr: 0; PPARg SRC-2 ag: 4

(list continues)
Results for Cn1nc([N+](=O)[O-])nc1Sc1ccc(C(C)(C)C)cc1 ?
Diaph act CS: 0.9; Diaphorase inh: 13; PPARg SRC-3 ag: 8; TR-FRET SRC-2 ct: 1509; PMI act hi M6P: 1; PMI act: 1; G6PDH counter: -2; PPARg SRC1 recr: -2; PPARg SRC-2 ag: 2; ROMK primary: -0.87

How did COc1cccc(=O)c2c(C)n(-c3cc(C)cc(C)c3)c(C)c12 do in these assays?
Diaph act CS: 0.8; Diaphorase inh: 25; PPARg SRC-3 ag: 0; TR-FRET SRC-2 ct: 1492; PMI act hi M6P: 0.7; PMI act: 0.9; G6PDH counter: 9; PPARg SRC1 recr: -6; PPARg SRC-2 ag: -4

How did Cc1ccccc1-c1nc(CN(C)C(C)c2ccon2)c(C)o1 (stereo not given) do in these assays?
S1P3 antagonist: 7; Diaph act CS: 0.9; Diaphorase inh: 13; PPARg SRC-3 ag: 2; TR-FRET SRC-2 ct: 1585; PMI act hi M6P: 0.9; PMI act: 0.9; G6PDH counter: 11; PPARg SRC1 recr: -4; PPARg SRC-2 ag: -1; ROMK primary: 0.84

Results for CCCn1c(N2CCN(CC(=O)NCc3cccs3)CC2)nc2ccccc21 ?
S1P3 antagonist: -1; Diaph act CS: 0.8; Diaphorase inh: 25; PPARg SRC-3 ag: -7; TR-FRET SRC-2 ct: 1458; PMI act hi M6P: 0.9; PMI act: 0.8; G6PDH counter: -10; PPARg SRC1 recr: 0; PPARg SRC-2 ag: -3; ROMK primary: -0.51
